p53ts 39C tox: p53ts cell cytotoxicity, nonpermissive temperature; hit rate 1.5% among 130,000; Potency, µM (top dose mostly 46.1 µM), for inactives: at the top dose activity change, negative = cell killing, hits mostly cytotoxic; H1299-p53A138V viability at 39C, ATP luminescence, 24 h; AID 902; also: nearly all actives have a fitted effect of over 55% in size
p53ts 32C tox: p53ts cell cytotoxicity, permissive temperature; H1299-p53A138V at 32C, ATP luminescence viability, 24 h; Potency, µM (top dose mostly 46.1 µM), for inactives: at the top dose activity change, negative = cytotoxicity, usual class: cytotoxic; hit rate 0.93% among 130,000; AID 924;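 also: 0% = DMSO and -100% = full killing by reference compound; nearly all actives have a fitted effect of over 55% in size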
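Viability by ATPlite luminescence after 24 h compound treatment (up to 46 uM) at the permissive 32C. Cells are H1299 carrying p53 A138V. Scale runs from DMSO basal to 100 uM tamoxifen as full kill; AC50 from Hill fits.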
IkB sig inh: IkB pathway inhibition in ABC-DLBCL cells | ABC-DLBCL IkBa-CBG/CBR dual luciferase ratio, 4 h; response scale: scaled: untreated 0%, proteasome inhibitor 100% | Potency, µM (series often up to 57.1 µM), without a hit: at the highest dose IkBa stabilization activation | hit rate 0.04% among 110,000; active = well fitted curve in the direction sought with a large enough effect in the signal ratio, not every such curve was filed as active; inconclusive = small, poorly fitted or top-dose-only effect, or a change in a side signal; the % refers to the signal ratio;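 also: the direction sought is a rising ratio; 0% = basal untreated cells and 100% = reference inhibitor full response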
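In this assay, an IκBα–CBG68 fusion accumulates when IKK-driven degradation is blocked; native CBR normalizes for cell number. OCI-Ly3 cells were treated 4 h with compound and doxycycline, then green and red light read after Chroma-Glo addition.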
Imprint erasure: inducers of genomic imprint erasure in mouse ES cells; mouse ES Peg3-LacZ reporter, beta-gal luminescence, 40 h; Potency, µM (doses to about 60.7 µM), without a hit: at the highest dose activity change, positive = activation, usual class: activators; hit rate 0.02% among 110,000;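 also: 0% = negative control wells on the plate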
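Gelatin-coated wells received 300 freshly trypsinized female ES cells with a Peg3LacZ-Neo reporter on the maternal allele, then incubated 40 hours at 37C. BetaGlo was added for 5 minutes at room temperature before a single luminescence read.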
Numbers without * were called inactive; ? = inconclusive; / = no result given; [ ] = dose if it differs, or a comment. Unless noted, calls follow the shape of the dose curve; as a rule, active = well fitted curve in the direction sought with a large enough effect; inconclusive = small, poorly fitted or top-dose-only effect, or another doubt; inactive = no such curve, though single readings can be large; an effect the other way counts as inactive or inconclusive. Unless noted, % is scaled to controls: 0 for no effect and ±100 for the full control effect; potency is read from the fitted curve at half-maximal effect.

SMILES	p53ts 39C tox	p53ts 32C tox	IkB sig inh	Imprint erasure
COc1ccc(NC(=O)CCC2COc3ccccc3O2)c(OC)c1 (configuration not stated)	15%	12%	-1.7%	-10%
O=C(COc1ccc(-n2cnnn2)cc1)NC(=O)NCc1ccccc1	-8%	18%	1.4%	-9%
Cc1ccc(C)c(OCC(=O)Nc2ccc3c(c2)OCO3)c1	-4%	-8%	2.1%	-2%
COc1ccc(N2CCN(C(c3cccs3)C(C)NS(=O)(=O)c3ccccc3)CC2)cc1 (configuration not stated)	12%	20%	4.2%	-17%
CCOC(=O)c1ccccc1NC(=O)CSc1nnc(COc2ccccc2C)n1C	-7%	-2%	?	-18%
Cc1cc(C)cc(NC(=O)CCS(=O)(=O)c2cc3c4c(c2)CCN4C(=O)CC3)c1	-7%	-8%	-2.2%	-5%[10.9 µM]
CCS(=O)(=O)N1CCc2cc(C(=O)Nc3ccc(C(=O)OC)cc3)ccc21	-3%	-7%	-0.8%	-15%[10.9 µM]
COc1ccccc1C1CC(=O)N(c2cccc(C(F)(F)F)c2)C2=C1C(=O)OC2 (configuration not stated)	6%	-8%	-1.2%	-11%[10.9 µM]
COCCOC(=O)C1=C(C)N=C2SCCC(=O)N2C1c1cc(Br)ccc1OC (configuration not stated)	-11%	6%	0.3%	-13%
CCN(CC)C(=O)Cn1c(SCC(=O)Nc2ccc(F)cc2)nc2ccccc21	-12%	-6%	?	8%[10.9 µM]
CC(=O)OC1CC2C(C)(C)C(O)C=C[C@@]2(C)C2CC[C@@]3(C)C(c4ccoc4)OC(=O)C4OC43[C@]12C (some centres not stated)	5%	-2%	/	-7%
CCOC(=O)c1c(NC(=O)c2nc(SC(C)C)ncc2Cl)sc2c1CCCC2	-7%	-1%	1.1%	-9%[10.9 µM]
COc1ccc(-c2csc(NCc3ccco3)n2)cc1C	?	-26%	3.1%	-24%
CN(C)c1ccc(-c2nnn(CC(=O)N3c4ccccc4CCc4ccccc43)n2)cc1	1%	6%	1.2%	-7%
Cc1ccccc1-c1cncnc1N1CCNCC1	-11%	-13%	1.0%[11.4 µM]	-29%
CC1CCCN(c2nc3ccccc3nc2C(C#N)C(=O)OC2CCCCC2)C1 (configuration not stated)	3%	-11%	-2.0%	-4%
CCOC(=O)c1cc(-c2ccccc2)n(CC(=O)Nc2cc(Cl)c(OC)cc2OC)c1C	20µM*	0%	1.2%	-10%[10.9 µM]
Oc1ccccc1C1Nc2cccc3cccc(c23)N1	-5%	20%	?	/
O=C(Nc1nc2nc(-c3ccccc3)cc(=O)n2[nH]1)c1ccc(Cl)cc1	-1%	4%	?	-10%[10.9 µM]
COc1ccc(CNC(=O)c2c3c(nc4ccccc24)C(=O)N(C2CCCCC2)C3)cc1	5%	-7%	?	-12%[10.9 µM]
CCN(CC)C(=O)C1CCCN(Cc2ccccc2F)C1 (configuration not stated)	5%	2%	2.3%	-9%
Cc1ccc(N(CC(=O)N2CCN(C3CCCCC3)CC2)S(=O)(=O)c2cccnc2)cc1	7%	8%	1.6%	-17%
Cc1nc(N)nc(C)c1Cc1ccccc1	-3%	-5%	0.2%	-14%
CC[C@H](CC[C@H](C)[C@@H]1CC[C@@H]2[C@H]3CC=C4C[C@@H](O)CC[C@]4(C)[C@H]3CC[C@]21C)C(C)C	1%[20.6 µM]	11%[20.6 µM]	0.8%[25.6 µM]	-6%[16.8 µM]
COc1ccccc1CNC(=O)c1cc(-c2ccccc2)n[nH]1	-16%	4%	?	2%[10.9 µM]
CCn1cc(C(=O)NC2CCCCCC2)c2cc(OC)c(OC)cc2c1=O	-5%	14%	-0.1%	-12%
CCOc1ccccc1NC(=O)Cn1c(=O)n(Cc2ccccc2)c(=O)c2cccnc21	-8%	6%	-0.7%	-3%[10.9 µM]
Cc1ccc2c(c1)c(=O)c(C(=O)c1ccccc1)cn2Cc1ccccc1F	-16%	-9%	?	-9%[10.9 µM]
O=C(CSc1nnc2ccccn12)NC(=O)NC1CCCC1	6%	15%	-0.1%	-4%
Cc1cc(-c2nnco2)c(C)n1-c1ccc(F)cc1	-21%	-16%	0.5%	-6%

Looked up by structure from above:
SMILES	p53ts 39C tox	p53ts 32C tox	IkB sig inh	Imprint erasure
CCOC(=O)c1cc(-c2ccccc2)n(CC(=O)Nc2cc(Cl)c(OC)cc2OC)c1C	20µM*	0%	1.2%	-10%[10.9 µM]
O=C(CSc1nnc2ccccn12)NC(=O)NC1CCCC1	6%	15%	-0.1%	-4%
CCOc1ccccc1NC(=O)Cn1c(=O)n(Cc2ccccc2)c(=O)c2cccnc21	-8%	6%	-0.7%	-3%[10.9 µM]

The main list resumes, starting 5 compounds before the break.
SMILES	p53ts 39C tox	p53ts 32C tox	IkB sig inh	Imprint erasure
CCn1cc(C(=O)NC2CCCCCC2)c2cc(OC)c(OC)cc2c1=O	-5%	14%	-0.1%	-12%
CCOc1ccccc1NC(=O)Cn1c(=O)n(Cc2ccccc2)c(=O)c2cccnc21	-8%	6%	-0.7%	-3%[10.9 µM]
Cc1ccc2c(c1)c(=O)c(C(=O)c1ccccc1)cn2Cc1ccccc1F	-16%	-9%	?	-9%[10.9 µM]
O=C(CSc1nnc2ccccn12)NC(=O)NC1CCCC1	6%	15%	-0.1%	-4%
Cc1cc(-c2nnco2)c(C)n1-c1ccc(F)cc1	-21%	-16%	0.5%	-6%
Cc1cc(OCC(=O)N(Cc2ccc(N(C)C)cc2)CC2CCCO2)ccc1Cl (configuration not stated)	?	-3%	?	4%[10.9 µM]
CCOc1cc(C(Nc2cc(C)ccn2)c2ccc3cccnc3c2O)ccc1OC (configuration not stated)	?	?	?	-30%[inhibitor][10.9 µM]
O=C(CCn1nc(-c2ccccc2)ccc1=O)N1CCN(c2ccccn2)CC1	-7%	-9%	0.5%	-2%
CCc1ccc(CN(Cc2ccco2)c2cnc(S(C)(=O)=O)nc2C(=O)Nc2ccc(C)c(Cl)c2)cc1	-6%	14%	-0.6%	-15%[10.9 µM]
CC(=O)OC1=C(C(C)=O)N(Cc2ccccc2)S(=O)(=O)c2ccccc21	21%	12%	?	-9%[10.9 µM]
CN(c1nc2c(c(=O)n(C)c(=O)n2C)n1CC(=O)c1ccccc1)C1CCCCC1	1%	-2%	-1.6%	-13%
COC(=O)Cn1cc(C#N)c2ccccc21	2%	-10%	/	/
CCC1CCCCN1C(=O)c1c(-c2ccccc2)noc1C (configuration not stated)	9%	6%	/	/
CN(C(=O)c1ccccn1)c1nnc(-c2cccnc2)s1	0%	-8%	-1.8%	-10%
CC(C)(C)n1nnnc1C(c1cccnc1)N1CCN(C2CCCCC2)CC1 (configuration not stated)	3%	3%	-0.7%	-5%
CCCCN1C(=O)C2C(c3ccc(OC)cc3O)NC(CC(C)C)(C(=O)O)C2C1=O (configuration not stated)	6%	7%	4.0%	1%
CCOc1ccccc1NC(=O)CCS(=O)(=O)c1cccc2nonc12	-10%	-12%	1.3%	-13%
O=C1[C@H]2[C@H]3[C@H](O)[C@H](O)C/C(=N/OC[C@@H](O)COCc4ccco4)[C@H]3CC[C@@H]2C(=O)N1C1CCCCC1	5%[9.22 µM]	-3%[9.22 µM]	/	/
COc1ccc(NC(=O)N2CCN3CCCCC3C2)cc1OC (configuration not stated)	4%	3%	-2.0%	8%[10.9 µM]
COC(=O)c1ccccc1NC(=O)N1CSC[C@H]1C(=O)OC	7%	0%	1.1%	-7%
Cc1nc2sc(C(c3cccs3)N3CCC4(CC3)OCCO4)c(O)n2n1 (configuration not stated)	21%	0%	/	/
Cc1ccc([N+](=O)[O-])c(N)c1	0%	12%[1.84 µM]	-1.9%	-1%
CC(C)CCNC(=O)c1ccc2c(c1)N(Cc1ccccc1)C(=O)CS2=O (configuration not stated)	3%	7%	-1.6%	-5%
CCCSc1ncc(Cl)c(C(=O)Nc2ccc(S(=O)(=O)N(C)c3ccccc3)cc2)n1	8%	0%	-1.9%	-12%[10.9 µM]
CCS(=O)(=O)N1CCC(C(=O)NCCC(C)C)CC1	-6%	11%	-0.5%	3%[10.9 µM]
CCOc1ccccc1O[C@@H](c1ccccc1)[C@@H]1CNCCO1	-13%	3%	?	-19%
O=C(CCSc1ccccc1)NCCSc1ccccn1	2%	-2%	1.9%	-2%
Cc1ccc2[nH]c(=O)c(CN(Cc3ccco3)C(=O)c3cccs3)cc2c1	-2%	0%	0.2%	-8%
CCOC(=O)c1ccccc1NC(=O)COC(=O)c1ccc(C)c(S(=O)(=O)N2CCOCC2)c1	5%	10%	0.0%	-10%
COc1ccc(CCNC(=O)c2ccc3c(c2)N(Cc2cccc(C)c2)C(=O)c2ccccc2S3(=O)=O)cc1OC	-24%	14%	-1.6%	-14%[10.9 µM]
O=C(Nc1cccc2cccnc12)c1ccc(F)cc1	-23%	-5%	?	-14%[10.9 µM]
COc1cccc(NC(=O)/C(C#N)=C/c2c(C)n(Cc3ccc(Cl)cc3)c3ccccc23)c1	16%	1%	?	-18%[10.9 µM]
CCc1c(C)c2cc(Cl)c(O)c(CN(C)C)c2oc1=O	-1%	1%	-3.0%	-5%
CC(C)NC(=O)CN1C(=O)CCn2nc(-c3cn(C)c4ccccc34)cc21	-9%	-1%	-0.4%	-8%[10.9 µM]
CCOc1ncccc1C(=O)NCC1COc2ccccc2O1 (configuration not stated)	-17%	-2%	-2.6%	-3%
COc1cccc(C(=O)Nc2ccc3c(c2)CCCN3C(=O)c2cccs2)c1OC	-27%	-23%	?	-7%[10.9 µM]
CCc1ccc(N2C(=O)N(CC(=O)C(C)(C)C)c3ccccc3S2(=O)=O)cc1	-19%	2%	?	-16%[10.9 µM]
COC(=O)c1ccccc1NC(=O)CN(C1CCCCC1)S(C)(=O)=O	12%	0%	-5.8%	-9%
COC(=O)CNC(=O)CNC(=O)Nc1ccccc1	9%	1%	0.4%	22%
O=C(/C=C/c1ccccc1)Nc1nc(-c2cccs2)ns1	3%	4%	-3.0%	-12%[10.9 µM]
CCOCCCn1c(SCC(=O)NC(C)C)nc2ccccc2c1=O	7%	5%	0.2%	-3%
c1ccc2c(c1)oc1c(N3CCN(Cc4ccc5c(c4)OCO5)CC3)ncnc12	3%	-5%	?	-13%
COc1ccc(C2=CC(c3cccc(C)c3)n3nnnc3N2)cc1 (configuration not stated)	-12%	8%	-0.2%	-10%[10.9 µM]
CCN(CC)S(=O)(=O)c1cccc(-c2nnc(SCCCC(=O)c3ccccc3)o2)c1	5%	-8%	1.8%	-16%
CCC(C(=O)Nc1cc(OC)ccc1OC)n1c(=O)c(C(F)(F)F)nc2ccccc21 (configuration not stated)	1%	-5%	?	-10%[10.9 µM]
CCc1ccc(NC(=O)CSc2nc(=O)n(Cc3ccccn3)c3c2CCC3)cc1	-13%	-4%	?	-11%[10.9 µM]
CCOC(=O)C1C(=O)OC(C)(C)C1C(C)C(=O)c1ccc(OC)cc1 (configuration not stated)	17%	-5%	-1.0%	-7%
CCn1cc(C(=O)OCC(=O)Nc2cc(Cl)ccc2C)c(=O)c2ccc(C)nc21	14%	5%	?	12%[10.9 µM]
COc1ccccc1-n1c(SCC(=O)Nc2ccc3c(c2)OCO3)nc2c(c1=O)SCC2	-6%	23%	2.7%	-20%
COc1cccc(CNC(=O)CSc2ncc3c(n2)-c2cc(Cl)ccc2N(C)S3(=O)=O)c1	5%	2%	-5.0%	-10%[10.9 µM]
CCOc1ccc(C(=O)Nc2ccc3nc(SCCOc4ccccc4)sc3c2)cc1	15%	0%	?	-14%[10.9 µM]
Cc1cc(NC(=O)COc2ccc3oc4ccccc4c3c2)no1	8%	-7%	0.5%	-8%
O=C(Nc1ncnc2c1ncn2C1OC(COC(=O)c2ccccc2)C(F)C1O)c1ccccc1 (configuration not stated)	3%	0%	-0.3%	-15%
Cn1cnc(S(=O)(=O)N2CCC(C(=O)N3CCN(c4cccc(C(F)(F)F)c4)CC3)CC2)c1	18%	-11%	0.4%	-8%[10.9 µM]
O=c1cc(N2CCC3(CC2)OCCO3)[nH]c(=O)n1-c1ccc(Cl)cc1	-12%	16%	-1.6%	3%
CCc1ccccc1NC(=O)Cn1c(=O)n(Cc2ccco2)c(=O)c2sc3ccccc3c21	-7%	5%	1.4%	-6%[10.9 µM]

Compound activity deposited in PubChem by National Center for Advancing Translational Sciences (NCATS).
